M5 PAM: positive allosteric modulators of human muscarinic M5 receptor | P08912 | CHO-K1 hM5, Fluo-8 calcium, ACh EC20 PAM; 0% = ACh EC20, 100% = ACh EC100 | activation, % at 3 µM | 0.3% of 360,000 active | AID 624038;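 active means activation above the run cutoff, the mean activation of all test compounds plus 3 SD, cut at about 18% in these data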
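Measured by: Fluo-8 calcium fluorescence; material: human M5 receptor in CHO-K1 cells; schedule: Post-acetylcholine fluorescence recording 140 s; benchmarks: low control EC20 acetylcholine (0%), high control EC100 acetylcholine (100%); read-out: Max/basal fluorescence ratio as % of EC20–EC100 ACh window; compound: single dose, 3 µM nominal final test concentration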
M4 antag: antagonists of human muscarinic M4 receptor (CHRM4); 0.73% of 360,000 active; inhibition, % at 3 µM; CHO-hM4 cells, ACh EC80, Fluo-8 calcium fluorescence; P08173;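 active means inhibition above its plate's cutoff, the mean inhibition of sample wells plus 3 SD, cut at about 27% in these data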;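 further: 0% = acetylcholine EC80 with DMSO and 100% = DMSO without agonist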
CHRM5 antagonist: antagonists of human muscarinic M5 receptor (CHRM5) | P08912 | CHO-hM5 cells, Fluo-8 calcium fluorescence, ACh EC80 | inhibition, % at 3 µM | 0.59% of 360,000 active | AID 624040;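 active means inhibition above a per-plate cutoff, the mean of that plate's test compounds plus 3 SD, cut at about 27% in these data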;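 further: 0% = acetylcholine EC80 with DMSO and 100% = DMSO without agonist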
M5 ag: agonists of human muscarinic M5 receptor (CHRM5) | CHO-K1 hM5 cells, Fluo-8 calcium fluorescence; 0% DMSO wells, 100% maximal acetylcholine response | activation, % at 3 µM | 0.19% of 360,000 active | AID 624037;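 active means activation above the run's mean over test compounds plus 3 SD, cut at about 23% in these data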;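 further: signal is peak over basal fluorescence ratio across the kinetic read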
M4 ag: agonists of human muscarinic M4 receptor (CHRM4); activation, % at 3 µM; 0.14% of 360,000 active; P08173; CHO-K1 hM4/Gqi5, Fluo-8 calcium fluorescence; vehicle 0%, full acetylcholine response 100%;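 active means activation above the run mean over all test wells plus 3 SD, cut at about 32% in these data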;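 further: peak over basal fluorescence ratio per well then scaled between controls; 0% = DMSO wells and 100% = acetylcholine at EC100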
CRFR2-BP ag: agonists of human CRF-binding protein/CRF-R2 receptor complex. HEK293 CRF-R2/CRF-BP, calcium dye fluorescence (FLIPR); percent of saturating CRF peptide response. activation, % at 13.2 µM. 0.46% of 350,000 active. AID 588473;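 active means activation of at least 50%, plus an integration ratio under a set limit after plate pattern correction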;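 further: plate controls were neutral control wells without compound for no effect and CRF at EC100 for full effect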
IDE inh: inhibitors of human insulin-degrading enzyme in cells; HEK cells, FAbetaB cleavage, fluorescence polarization; P14735; inhibition, % at 5.59 µM; 0.41% of 320,000 active; AID 434962;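 active means percent inhibition above the average of all tested compounds plus 3 SD, set per screening campaign, cut at about 16% in these data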;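 further: IDE supplied by intact live HEK cells; FP after avidin binding of uncleaved biotin substrate so inhibition keeps polarization high; 0% = DMSO wells and 100% = 60 µM reference IDE inhibitor Ii1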
Target sequence (P14735 whole entry, looked up): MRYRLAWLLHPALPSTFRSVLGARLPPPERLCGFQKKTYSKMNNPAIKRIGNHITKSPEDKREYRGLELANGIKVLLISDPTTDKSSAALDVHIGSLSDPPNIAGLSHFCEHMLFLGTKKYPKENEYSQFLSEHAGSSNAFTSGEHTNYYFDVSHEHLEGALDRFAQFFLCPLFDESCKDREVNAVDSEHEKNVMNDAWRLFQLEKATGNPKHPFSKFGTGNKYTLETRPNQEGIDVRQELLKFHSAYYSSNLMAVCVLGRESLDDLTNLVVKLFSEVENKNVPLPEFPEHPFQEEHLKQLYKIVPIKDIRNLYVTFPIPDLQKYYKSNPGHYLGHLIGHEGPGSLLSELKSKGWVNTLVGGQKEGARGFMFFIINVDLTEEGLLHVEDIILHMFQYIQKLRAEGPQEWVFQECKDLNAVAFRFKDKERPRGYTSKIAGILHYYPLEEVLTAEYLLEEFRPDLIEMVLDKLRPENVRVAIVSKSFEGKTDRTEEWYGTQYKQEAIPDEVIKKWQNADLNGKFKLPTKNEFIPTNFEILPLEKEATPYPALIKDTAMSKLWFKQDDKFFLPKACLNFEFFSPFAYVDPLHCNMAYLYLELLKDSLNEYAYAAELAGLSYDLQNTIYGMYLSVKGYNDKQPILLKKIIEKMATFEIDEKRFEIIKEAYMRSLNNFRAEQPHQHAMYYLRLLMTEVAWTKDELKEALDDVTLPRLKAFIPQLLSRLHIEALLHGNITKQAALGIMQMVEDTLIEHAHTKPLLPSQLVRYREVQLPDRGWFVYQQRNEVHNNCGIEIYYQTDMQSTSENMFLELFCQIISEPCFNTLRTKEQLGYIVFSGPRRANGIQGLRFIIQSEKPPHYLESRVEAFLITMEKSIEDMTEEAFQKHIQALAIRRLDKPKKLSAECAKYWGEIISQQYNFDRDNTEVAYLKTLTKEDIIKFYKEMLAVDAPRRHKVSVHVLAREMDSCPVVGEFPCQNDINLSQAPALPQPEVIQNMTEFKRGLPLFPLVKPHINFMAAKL
CRFR2-BP antag: blocks CRF-induced signaling of the CRF-BP/CRF-R2 complex | HEK293 CRF-R2/CRF-BP, CRF-induced calcium fluorescence | AID 588475 | inhibition, % at 11.8 µM | 0.59% of 350,000 active;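 active means inhibition of the ligand-induced calcium signal above about 50% at the single tested concentration, limit read from the data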
M4 PAM: CHRM4 positive allosteric modulation. P08173. CHO-K1 hM4/Gqi5, Fluo-8 calcium fluorescence, ACh EC20; 0% = ACh EC20, 100% = maximal ACh. activation, % at 3 µM. 0.4% of 360,000 active. AID 624126;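 active means activation above its plate's cutoff, the mean activation of sample wells plus 3 SD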; further: some results filed as inactive read as strong as hits
Numbers without * were called inactive; . = not tested or not shown.

no.	SMILES	M5 PAM	M4 antag	CHRM5 antagonist	M5 ag	M4 ag	CRFR2-BP ag	IDE inh	CRFR2-BP antag	M4 PAM
1	c1ccc(CNc2nc(-c3cccnc3)cs2)cc1	5	-2	5	-2	2	-1.0	-2	8	6
2	O=C(COc1ccccc1)OC(C(=O)c1ccccc1)c1ccccc1 (stereo unspecified)	-5	2	7	-4	0	1.4	0	33	-7
3	COc1cc(/C=C/c2noc(-c3ccccc3O)n2)ccc1OC(C)=O	6	-2	-5	1	0	0.3	4	16	2
4	Cc1[nH]c2ccccc2c1C(=O)CNc1nccs1	5	6	5	-3	1	-1.4	3	8	-3
5	Cc1cc(NC(=O)CCc2ccc(-c3ccccc3)o2)no1	-6	0	3	-3	2	-0.9	-6	2	-4
6	COC(=O)c1ccc(Oc2nc3c(c(=O)n(C)c(=O)n3C)n2CCC(C)C)cc1	1	8	4	-1	-1	-0.2	1	20	7
7	Fc1ccccc1COc1cccc(/C=N/n2cnnc2)c1	4	10	0	-2	0	-0.5	7	-22	0
8	O=C(c1ccco1)N1CCN(S(=O)(=O)c2ccc3[nH]c(=O)oc3c2)CC1	-2	-2	-5	-1	0	1.6	3	-7	-2
9	CCc1noc(C)c1C(=O)NNC(=O)c1ccc(Br)cc1	-1	-5	9	2	-1	0.4	4	3	9
10	Cc1ccc(NC(=O)CSc2nnnn2C2CC2)cc1S(=O)(=O)N1CCOCC1	-3	6	10	0	1	0.6	.	-1	2
11	CN(CC(=O)Nc1cccc(F)c1)C(=O)c1ccc(OCc2ccccc2)cc1	-3	3	2	5	4	1.4	-1	-13	-1
12	CC(C)Cc1nc(SCC(=O)N2CC(C)OC(C)C2)c2c(=O)n(C)c(=O)n(C)c2n1 (stereo unspecified)	-2	9	14	2	1	-8.3	1	4	6
13	O=C(NCC(c1ccco1)N1CCc2ccccc2C1)c1cccc(Br)c1 (stereo unspecified)	0	-5	3	-4	0	1.8	1	7	-2
14	O=C(NCc1ccncc1)c1ccc(S(=O)(=O)Nc2ccccc2)cc1	1	-14	1	4	2	2.2	-2	-35	6
15	COc1ccc(CN(C)Cc2nc3cc(OC)c(OC)cc3c(=O)[nH]2)c(OC)c1	2	0	2	-1	2	0.0	-1	11	-5
16	O=C(CN1CCC(c2nc3ccccc3s2)CC1)NCc1cccs1	-14	-4	4	7	17	0.2	-1	-28	-4
17	O=C(NCCN1C(=O)S/C(=C\c2ccc(Cl)c(Cl)c2)C1=O)C1COc2ccccc2O1 (stereo unspecified)	9	-11	-1	1	1	0.8	3	-6	13
18	Cc1ccccc1OCc1nc2ccccc2[nH]1	-15	5	14	2	14	4.0	4	-2	-10
19	CCn1c(O)c(C=Nc2ccccc2)sc1=O	3	-6	6	4	0	-0.7	0	8	2
20	Cc1cccc(Nc2nc(N3CCN(C)CC3)nc(N)c2[N+](=O)[O-])c1	-1	9	2	-7	1	-0.9	4	-29	-11
21	CCN(CC(=O)Nc1c(F)cccc1F)C(=O)c1ccc(=O)n(C)n1	5	-4	1	2	-1	-1.1	.	-1	9
22	NS(=O)(=O)c1ccc(N/N=C2/CCCCC2C2CCCCC2)c([N+](=O)[O-])c1 (stereo unspecified)	-6	12	4	-3	-2	-5.0	-4	-21	-10
23	COc1ccccc1C(=O)NC(CCSC)C(=O)N1CCC(Cc2ccccc2)CC1 (stereo unspecified)	0	-5	-7	-1	6	1.1	4	-1	2
24	COC(=O)C1CCN(CC(N)=O)CC1	-1	-2	4	-2	.	-2.9	-3	9	-1
25	Cc1ccc(CCNC(=O)C23CN(Cc4ccccc4)CC2C(c2cccc([N+](=O)[O-])c2)=NO3)cc1 (stereo unspecified)	2	2	10	-3	1	-0.8	-3	-12	-5
26	O=C(COC(=O)CNC(=O)C12CC3CC(CC(C3)C1)C2)NC1CCS(=O)(=O)C1 (stereo unspecified)	-1	-6	-2	-1	1	-0.7	5	2	4
27	CC1CCC(NC(=O)c2nc(Cn3ccc([N+](=O)[O-])n3)no2)CC1 (stereo unspecified)	5	-9	1	-2	5	0.5	3	-9	10
28	Cc1cc2ccccn2c1C(=O)c1ccc(N/N=C/c2ccc(C(=O)O)cc2)c([N+](=O)[O-])c1	1	-4	8	0	0	-2.9	.	2	10
29	CS(=O)(=O)N(CC(=O)Nc1ccccc1C(=O)NCc1ccco1)c1ccccc1F	2	-11	9	0	4	1.4	-1	-7	4
30	COc1cccc(NC(=O)CN2C(=O)CSc3ccc(S(=O)(=O)N4CCOCC4)cc32)c1	0	-7	-1	-3	0	0.2	-1	5	2

One compound at a time, as listed above.
`CC(C)Cc1nc(SCC(=O)N2CC(C)OC(C)C2)c2c(=O)n(C)c(=O)n(C)c2n1` (stereo unspecified) reads M5 PAM: -2; M4 antag: 9; CHRM5 antagonist: 14; M5 ag: 2; M4 ag: 1; CRFR2-BP ag: -8.3; IDE inh: 1; CRFR2-BP antag: 4; M4 PAM: 6
`O=C(COc1ccccc1)OC(C(=O)c1ccccc1)c1ccccc1` (stereo unspecified) reads M5 PAM: -5; M4 antag: 2; CHRM5 antagonist: 7; M5 ag: -4; M4 ag: 0; CRFR2-BP ag: 1.4; IDE inh: 0; CRFR2-BP antag: 33; M4 PAM: -7

The results go on.
no.	SMILES	M5 PAM	M4 antag	CHRM5 antagonist	M5 ag	M4 ag	CRFR2-BP ag	IDE inh	CRFR2-BP antag	M4 PAM
31	COc1ccccc1-n1c(=O)[nH]c2c(C(N)=O)nc(-c3cccnc3)nc21	1	-7	-1	1	3	-1.8	1	-15	0
32	COc1ccc(Cl)cc1C(=O)OCC(=O)NC1CCCC(C)C1C (stereo unspecified)	-1	1	-6	-3	1	-1.8	.	8	-2
33	CCCCCC(=O)N1C[C@@H](O)[C@H](n2cc(COC(=O)c3ccccc3)nn2)C[C@@H]1c1ccc(OC)cc1	1	-15	-6	-1	1	0.0	.	-1	4
34	CC(=O)c1sc(-c2ccc(Cl)cc2)cc1N	-3	-5	18	-3	-1	-4.0	-1	-1	-9
35	Cc1ccc(NC(=O)NCCN2CCCCC2)cc1	13	-6	-9	5	1	0.2	-2	-9	2
36	COc1ccc(OC)c(/C=N\NC(=O)c2c(C)nc3cc(C)ccn23)c1	1	-5	-3	5	0	-2.3	2	-2	-2
37	CCOc1ccc2nc(NCCO)[nH]c2c1	2	-4	-10	-4	0	0.3	2	18	18
38	O=C(CCS(=O)(=O)Cc1ccccc1F)N1CCc2ccccc2C1	0	-7	2	-1	1	15	-2	37	19
39	COc1cc(/C=N/NC(=O)c2cccc(C)c2)ccc1OCC(=O)Nc1ccccc1	2	-5	-1	2	9	-0.8	8	8	-8
40	CSc1ccc(CNC(=O)Cn2nc(C)c3c(C)n(-c4ccc(C)cc4)nc3c2=O)cc1	4	-12	1	-5	1	-0.5	6	-10	0
41	CC(OC(=O)c1cccc(S(=O)(=O)N2CCCCCC2)c1)C(=O)Nc1ccc(S(N)(=O)=O)cc1 (stereo unspecified)	0	-1	9	0	1	3.9	-2	-15	1
42	N#Cc1ccccc1NC(=O)C(=O)NCCCN1CCCC1=O	7	9	-11	-2	-1	-1.2	1	10	-7
43	Cc1cc(C)c(S(=O)(=O)c2c(C)cccc2C)c(OCC(C)C)n1	-3	-2	0	-4	-2	3.8	-6	12	-12
44	O=C(Oc1cccc(N2C(=O)CCC2=O)c1)C1CC(=O)N(c2ccc(F)cc2)C1 (stereo unspecified)	-3	2	0	3	0	1.0	0	5	-1
45	COc1ccc(O)c(-c2[nH]ncc2C(=O)c2ccccc2)c1	-4	10	2	1	4	-2.5	-3	-19	-15
46	COc1ccc(CCNC(=O)c2cc(-c3cc(C)c(C)cc3O)n[nH]2)cc1OC	-10	7	7	4	17	-2.3	-3	2	-16
47	CN(C)c1ccc(/C=N/NC(=O)CCCCCNC(=O)c2ccccc2)cc1	-2	3	9	0	0	2.3	-2	-5	14
48	CCCOc1ccc([C@@H]2C3CN(C(=O)OCC)CC=C3C(C#N)=C(N)C2(C#N)C#N)cc1OC (stereo partly specified)	5	5	-12	1	-2	-0.1	3	5	0
49	CSc1ccc(C#N)cc1NC(=O)c1ccccc1C	-1	2	2	-2	-1	3.6	-8	9	0
50	O=C(CN1C(=O)NC(Cc2c[nH]c3ccccc23)C1=O)Nc1cccc(S(=O)(=O)N2CCCC2)c1 (stereo unspecified)	12	-3	3	-7	0	0.4	7	-3	0
51	O=C(NCCc1ccc2c(c1)OCO2)Oc1ccccc1	-7	1	7	3	1	.	.	.	5
52	C[C@@H]1CN([C@H](C)CO)C(=O)Cc2cc(NC(=O)Nc3ccccc3)ccc2O[C@@H]1CN(C)Cc1ccc2c(c1)OCO2	-18	1	14	-12	1	1.9	-2	7	1
53	O=C(CNC(=O)c1ccc(Br)o1)NCC1CCCCC1	6	2	0	2	1	-1.1	-6	1	7
54	[O-]/[N+](=N\Nc1ccc(Cl)cc1)c1ccccc1	13	-4	8	-1	0	4.1	.	-20	0

Copied from above, 6 compounds:
no.	SMILES	M5 PAM	M4 antag	CHRM5 antagonist	M5 ag	M4 ag	CRFR2-BP ag	IDE inh	CRFR2-BP antag	M4 PAM
43	Cc1cc(C)c(S(=O)(=O)c2c(C)cccc2C)c(OCC(C)C)n1	-3	-2	0	-4	-2	3.8	-6	12	-12
44	O=C(Oc1cccc(N2C(=O)CCC2=O)c1)C1CC(=O)N(c2ccc(F)cc2)C1 (stereo unspecified)	-3	2	0	3	0	1.0	0	5	-1
45	COc1ccc(O)c(-c2[nH]ncc2C(=O)c2ccccc2)c1	-4	10	2	1	4	-2.5	-3	-19	-15
46	COc1ccc(CCNC(=O)c2cc(-c3cc(C)c(C)cc3O)n[nH]2)cc1OC	-10	7	7	4	17	-2.3	-3	2	-16
47	CN(C)c1ccc(/C=N/NC(=O)CCCCCNC(=O)c2ccccc2)cc1	-2	3	9	0	0	2.3	-2	-5	14
48	CCCOc1ccc([C@@H]2C3CN(C(=O)OCC)CC=C3C(C#N)=C(N)C2(C#N)C#N)cc1OC (stereo partly specified)	5	5	-12	1	-2	-0.1	3	5	0

Assay outcomes (PubChem BioAssay)
